# G9a inh: qHTS Assay for Inhibitors of Histone Lysine Methyltransferase G9a | G9a H3K9 monomethylation, AlphaScreen, 2 h | Potency, µM (highest dose often 102 µM), without a hit: at the highest dose activity, negative = inhibition, actives largely listed as inhibitors | 8.8% of 350,000 active; further: potency means the concentration at half of the fitted maximal effect; on the % scale 0 is the no-effect control and ±100 the full control effect; nearly all actives have a fitted effect of over 75% in size
#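 G9a (20 nM) was preincubated 15 min with compound, then reacted 2 h at room temperature with 500 nM biotin-H3K9 peptide and 20 µM SAM. Monomethyl-H3K9 detected by AlphaScreen using anti-H3K9me1 antibody.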
# ERG-DNA inh: qHTS for Small Molecule Inhibitors of the ERG Ets/DNA interaction. Transcriptional regulator ERG (Homo sapiens), P11308. Potency, µM (titrated, usually from 76.9 µM), for the others: top-dose FP activity, negative = inhibition, most hits filed as inhibitors. 0.028% of 370,000 active. AID 624246, 2012. fluorescence polarization, His-ERG Ets domain / labelled DNA; active means well fitted inhibition curve with a large enough effect in the polarisation, with a control signal flat; inconclusive means small, poorly fitted or top-dose-only effect, or effect the other way, or a change in a side signal; inactive means no such curve, though single readings can be large or run the other way; the % refers to the polarisation;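 further: polarization taken with two DNA probes labelled with fluorescein and Texas red; potency means the concentration at half of the fitted maximal effect; % of control where 0% means no effect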
#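 His-tagged ERG Ets domain (1 uM in the protein solution; 300mM KCl, 50mM Tris-HCl, 1mM EDTA, 1mM DTT, pH 7.5) received compound, then a probe mix of 5 nM fluorescein-DNA and 100nM Texas-615-DNA. Fluorescence polarization was read for both dyes.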
# PI4K2A inh: qHTS for small molecular inhibitors of PI4K2A. purified PI4K2A, ADP-Glo luminescence, 1 h; active compounds read low. 0.13% of 420,000 active. activity change, negative = inhibition, % at 76.9 µM; in the data active means activity change below about -50%; inconclusive means mostly about -30% to -49%;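 further: -100% = wells without enzyme as full effect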
#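 Compounds are screened against recombinant PI4K2A using PI as substrate and ATP, the latter dispensed at 300 microM. Reactions run one hour at ambient temperature before ADP-Glo detection; full inhibition defined by wells lacking enzyme.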
# PGK inhibitor: qHTS Assay to Find Inhibitors of Phosphoglycerate Kinase. Phosphoglycerate kinase, glycosomal (Trypanosoma brucei brucei), P07378. PGK/GAPDH coupled, Kinase-Glo luminescence, 60 min. Potency, µM (titrated, usually from 57.5 µM), for inactives: at the highest dose activity change, negative = inhibition, hits mostly inhibitors. 0.043% of 380,000 active; further: potency means the concentration at half of the fitted maximal effect; on the % scale 0 is the no-effect control and ±100 the full control effect; nearly all actives have a fitted effect of over 60% in size
#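 Recombinant glycosomal PGK reaction used 1,3-bisphosphoglycerate generated in-well by GAPDH (100nM final) in 100mM TEA pH 7.6, 5mM MgCl2, 0.01% Tween-20. After 60 minutes at room temperature, ATP was read by Kinase-Glo Plus luminescence end-point.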
# JMJD2A Tudor: qHTS Assay for Inhibitors of JMJD2A-Tudor Domain | Lysine-specific demethylase 4A (Homo sapiens), O75164 | AlphaScreen JMJD2A-Tudor / H3K4me3 peptide binding | Potency, µM (doses to about 114 µM), without a hit: at the top dose activity change, negative = inhibition, hits mostly inhibitors | 4.4% of 390,000 active; further: potency means the concentration at half of the fitted maximal effect; on the % scale 0 is the no-effect control and ±100 the full control effect; nearly all actives have a fitted effect of over 50% in size
# HP1b chromo inh: HTS for Inhibitors of HP1-beta Chromodomain Interactions with Methylated Histone Tails. AID 540317, 2011. Chromobox protein homolog 1 (Homo sapiens), P83916. AlphaScreen HP1-beta / biotin-H3K9me3 peptide binding. Potency, µM (top dose mostly 114 µM), inactives show at the top dose activity change, negative = inhibition, most hits filed as inhibitors. 0.56% of 390,000 active; further: potency means the concentration at half of the fitted maximal effect; nearly all actives have a fitted effect of over 70% in size; inactives centre near 23
# Target sequence (P83916 whole entry, looked up): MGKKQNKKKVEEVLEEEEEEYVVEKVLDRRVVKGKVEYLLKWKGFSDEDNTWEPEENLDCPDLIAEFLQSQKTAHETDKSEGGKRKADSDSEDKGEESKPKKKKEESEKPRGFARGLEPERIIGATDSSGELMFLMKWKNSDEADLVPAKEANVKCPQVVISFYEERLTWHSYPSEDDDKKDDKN
#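 HP1-beta protein (50 nM final) preincubated 30 min at room temperature with biotinylated H3(1-18)K9me3 peptide (50 nM) in PBS pH 7.4, 0.01% Tween-20, then compound added for 30 min. AlphaScreen streptavidin donor/nickel chelate acceptor beads (10 ug/mL final), 30 min dark, luminescence read.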
# Pin1 inh: qHTS Assay to Find Inhibitors of Pin1. Peptidyl-prolyl cis-trans isomerase NIMA-interacting 1 (Homo sapiens), Q13526. Pin1 FP peptide displacement, HiFluor488, 10 min. Potency, µM (top dose mostly 115 µM), inactives show at the top dose activity, negative = inhibition, hits mostly inhibitors. 0.009% of 390,000 active. AID 504891, 2011; active means well fitted inhibition curve with a large enough effect in the polarisation, with a control signal flat, not every such curve was filed as active; inconclusive means small, poorly fitted or top-dose-only effect, or effect the other way, or a change in a side signal; inactive means no such curve, though single readings can be large or run the other way; the % refers to the polarisation; further: potency means the concentration at half of the fitted maximal effect; on the % scale 0 is the no-effect control and ±100 the full control effect
# Target sequence (Q13526 whole entry, looked up): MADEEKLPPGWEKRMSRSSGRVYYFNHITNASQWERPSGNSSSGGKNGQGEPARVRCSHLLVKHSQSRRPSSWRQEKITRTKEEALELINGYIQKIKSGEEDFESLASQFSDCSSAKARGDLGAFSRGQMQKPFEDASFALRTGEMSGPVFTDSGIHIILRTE
# BAZ2B inh: qHTS Assay for Inhibitors of BAZ2B; Bromodomain adjacent to zinc finger domain protein 2B (Homo sapiens), Q9UIF8; AlphaScreen BAZ2B-H3K14Ac peptide displacement; Potency, µM (doses to about 114 µM), for inactives: top-dose activity change, negative = inhibition, usual class: inhibitors; 4.4% of 360,000 active; further: potency means the concentration at half of the fitted maximal effect; on the % scale 0 is the no-effect control and ±100 the full control effect; nearly all actives have a fitted effect of over 60% in size
#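 AlphaScreen displacement of biotin-H3(5-23)K14Ac peptide (50 nM final) from BAZ2B (50 nM final) in PBS pH 7.4, 0.01% Tween-20; complex preformed 30 min RT, then compounds (top 110 uM) 30 min RT, beads 20 min dark.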
# GLS inh: qHTS for Inhibitors of Glutaminase (GLS); AID 624170, 2012; 0.21% of 410,000 active; GLS enzymatic activity, qHTS titration; Potency, µM (titrated, usually from 45.5 µM), without a hit: at the top dose activity change, negative = inhibition, most hits filed as inhibitors; further: potency means the concentration at half of the fitted maximal effect; on the % scale 0 is the no-effect control and ±100 the full control effect
# Target sequence (O94925 whole entry, looked up): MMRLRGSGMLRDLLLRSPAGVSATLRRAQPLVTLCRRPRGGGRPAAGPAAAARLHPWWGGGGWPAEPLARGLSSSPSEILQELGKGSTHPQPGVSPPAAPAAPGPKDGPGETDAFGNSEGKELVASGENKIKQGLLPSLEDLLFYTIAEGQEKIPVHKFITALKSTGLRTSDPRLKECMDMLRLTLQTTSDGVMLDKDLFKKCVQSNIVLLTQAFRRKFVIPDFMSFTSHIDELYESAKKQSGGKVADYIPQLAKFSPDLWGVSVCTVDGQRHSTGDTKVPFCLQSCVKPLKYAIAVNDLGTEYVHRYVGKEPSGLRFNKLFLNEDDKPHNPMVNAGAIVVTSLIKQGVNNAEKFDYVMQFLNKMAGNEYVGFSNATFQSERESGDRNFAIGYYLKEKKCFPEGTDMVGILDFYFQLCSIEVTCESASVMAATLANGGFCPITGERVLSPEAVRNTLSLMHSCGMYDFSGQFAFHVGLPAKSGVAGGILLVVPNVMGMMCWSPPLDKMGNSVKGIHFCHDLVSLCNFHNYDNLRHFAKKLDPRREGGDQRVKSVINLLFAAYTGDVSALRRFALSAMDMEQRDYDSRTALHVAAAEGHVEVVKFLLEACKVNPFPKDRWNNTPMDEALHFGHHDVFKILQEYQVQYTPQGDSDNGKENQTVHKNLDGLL
#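 Glutamate formation by hKGA was monitored fluorometrically using coupled glutamate oxidase, HRP and Amplex Red. Substrate was added as 1 mM L-glutamine solution; incubation was 30 min at RT after an initial read.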
# * = called active by the depositor; i = inactive; ? = inconclusive; · = not tested or not shown; [ ] = another dose, or the depositor's remark. Unless noted, the call rests on the fitted dose curve; in most records, active means well fitted curve in the direction sought with a large enough effect; inconclusive means small, poorly fitted or top-dose-only effect, or another doubt; inactive means no such curve, though single readings can be large; an effect the other way counts as inactive or inconclusive.
SMILES,G9a inh,ERG-DNA inh,PI4K2A inh,PGK inhibitor,JMJD2A Tudor,HP1b chromo inh,Pin1 inh,BAZ2B inh,GLS inh
CCN(CC(=O)Nc1ccccc1C(F)(F)F)C(=O)c1ccccc1Sc1ccccc1C#N,27.0%[12.7 µM],3.9%,-1.8,-6.4%,-0.3%,46.3%[activator],-1.1%,1.1%,-0.1%
O=C(NCc1cccs1)c1cc(C2CC2)on1,14.3%[59 µM],7.8%,-3.5,-8.0%,-12.0%,47.4%,-1.1%,-3.4%,-12.8%
COc1ccc(NC(=O)Nc2ccc(Cc3ccncc3)cc2)c(OC)c1,?,-5.4%,-2.4,1.0%,?,?,-10.4%,50.1µM*,9.2%
COc1cc(OC)c2c(-c3cccc(-c4cccc(C)c4)c3)cc(=O)oc2c1,31.2%,8.1%,-1.5,-5.8%,-13.7%,39.3%[activator],8.2%,·,3.8%
COc1ccc2[nH]c(=O)c(CN(CCc3cccc(C)c3)C(C)=O)cc2c1,0.6%[59 µM],-15.3%,5.9,-0.6%,33.3%,38.7%[activator],?,4.7%,2.0%
Nc1nnc(CC(=O)N/N=C/c2ccc(-c3cccc(C(=O)O)c3)o2)s1,?,12.4%,-14.8,-8.4%,?,7.6%,·,-22.7%,15.7%
CCOC(=O)[C@H]1[C@H]2COc3ccc(OC)cc3[C@@H]2N2C(=O)CN(Cc3ccccc3)C(=O)[C@@]12C,5.2%[0.501 µM],5.1%,-3.7,-1.9%,-11.4%,66.2%[activator],7.1%,-22.9%,-11.2%
Cc1cccc(COC(=O)Nc2ccc(NC(=O)c3ccccc3Cl)cc2)c1,-6.4%,18.0%,4.0,3.4%,-14.8%,18.8%,-1.7%,2.7%,1.3%
COc1ccc(Cl)cc1NC(=O)Cn1c(=O)n(Cc2nc(C)no2)c(=O)c2ccccc21,-3.9%[59 µM],1.7%,-2.6,-0.2%,-8.6%,10.7%,-9.1%,-7.6%,-6.1%
Nc1ncnc2c1ncn2[C@@H]1O[C@H](CNCc2cccc(C#Cc3ccccc3)c2)[C@@H](O)[C@H]1O,·,21.9%,-5.2,-3.7%,-20.1%,25.2%,22.8%,·,-8.7%
CCc1ccc(OCC(=O)NNC(=O)Cc2c(F)cccc2Cl)cc1,-24.8%,8.2%,-5.9,-9.8%,-6.9%,5.0%,1.2%,2.6%,21.6%
Cc1ccc(F)c([C@H]2[C@H]3C=CC[C@@H](C)[C@@H]3C(=O)N2Cc2ccccc2)c1,12.2%[12.7 µM],2.9%,-2.9,-4.1%,6.2%,43.3%[activator],2.3%,14.4%,4.1%
CCCNc1nc2c(c(=O)n(C)c(=O)n2C)n1CC(O)COc1ccccc1 (stereo unspecified),-2.5%[59 µM],0.3%,-0.5,-4.6%,-20.6%,4.8%,-7.1%,2.3%[57.1 µM],-11.0%
COC(=O)c1ccc(COC(=O)Cc2n[nH]c(=O)c3ccccc23)cc1,-24.1%,0.7%,5.9,-4.4%,-10.5%,36.7%[activator],1.9%,0.4%,-10.8%
COc1ccc(C2C(C(=O)Nc3cccnc3)=C(C)Nc3nc(SCc4ccccc4)nn32)cc1 (stereo unspecified),2.5%[59 µM],2.2%,-2.9,-6.3%,-14.7%,5.1%,1.9%,?,9.3%
O=C(COC(=O)Cc1cccs1)Nc1cc(S(=O)(=O)N2CCOCC2)ccc1Cl,·,-11.8%,2.3,-0.6%,-13.8%,18.4%[57 µM],-5.0%,·,-2.7%
Cc1c(C(=O)NC(=S)N(Cc2ccccc2)c2ccccn2)cccc1[N+](=O)[O-],?,-0.9%,-5.3,-3.4%,-5.9%,27.1%,0.0%,-25.9%,-5.4%
Cc1c(OCc2ccc([N+](=O)[O-])cc2)ccc2c3c(c(=O)oc12)CCC3,26.1%[59 µM],-2.7%,3.5,-0.2%,-11.5%,5.8%,-1.4%,6.3%,5.3%
CC(C)CCNC(=O)/C=C/c1ccc(Br)cc1,9.0%[59 µM],-5.8%,2.4,i,0.0%,41.2%[activator],-4.7%,3.0%,-10.1%
CC(C)OC(=S)N/C(=N\S(=O)(=O)c1ccccc1)c1ccccc1,11.2µM*,-1.5%,2.2,1.8%,-33.6%,-4.8%,-2.8%,-0.4%,6.0%
CCOc1ccc(C)cc1S(=O)(=O)NC1CCCCC1,6.4%[12.7 µM],3.5%,-4.1,-0.8%,11.9%,37.2%,3.7%,6.5%,-0.6%
COc1ccc2c(C(=O)c3ccc(C)cc3)n(CCC(N)=O)[n+]([O-])c2c1,?,-5.4%,-1.5,-11.8%,-6.3%,48.9%[activator],-6.0%,-25.1%,6.1%
Cc1cc(OCC(=O)NCCc2ccc(S(N)(=O)=O)cc2)c2c(C)cc(=O)oc2c1,4.9%,-11.2%,-5.3,-11.5%,-13.0%,24.4%,-2.6%,-12.2%[57.1 µM],-2.5%
CCn1c(=O)n(CC2CCC(C(=O)NC(C)C)CC2)c(=O)c2sccc21 (stereo unspecified),4.5%[59 µM],-2.5%,1.6,-3.5%,-6.7%,39.2%[activator],-5.8%,-10.5%,0.6%
COc1ccc(-c2noc(N3CCC(C(=O)NCCCN4CCCCC4)CC3)n2)cc1,·,0.5%,-2.2,6.2%,-7.0%,31.9%,7.1%,-5.5%,0.8%
Nc1c(C(=O)Nc2ccccc2)sc2nc(-c3ccco3)ccc12,11.2µM*,-5.1%,-7.3,-7.7%,9.0%,28.9%,?,-1.9%,2.1%
Cc1cc2[nH]c(=O)cc(-c3ccccc3)n2n1,?,-8.4%,1.6,i,-14.8%,17.6%,-4.5%,-0.1%,2.3%
CC(C)(C)CC(=O)N1CCN(c2ccc(S(=O)(=O)N3CCOCC3)cc2[N+](=O)[O-])CC1,24.7%[12.7 µM],1.5%,-1.1,-0.5%,-8.4%,32.4%,2.4%,2.0%,-4.0%
C#CCOCCOCCOCCNc1nc(N2CCN(C(=O)CCCCCCCCCCNC(=O)[C@H]([C@@H](C)CC)n3cc(CCCCCN)nn3)CC2)nc(N2CCN(C(=O)CCCCCCCCCCNC(=O)[C@H](CO)n3cc(CCCCCN)nn3)CC2)n1,1.0%[2.33 µM],-1.3%,-3.3,17.2%,?,-19.8%,?,?,?
CCCCNC(=S)Nc1ccc(Oc2ccccc2)cc1,27.9%[59 µM],0.7%,0.9,-8.9%,-13.5%,-13.0%,-4.0%,7.9%,0.4%

# Reprinted at random: 2 compounds from above.
SMILES,G9a inh,ERG-DNA inh,PI4K2A inh,PGK inhibitor,JMJD2A Tudor,HP1b chromo inh,Pin1 inh,BAZ2B inh,GLS inh
CCn1c(=O)n(CC2CCC(C(=O)NC(C)C)CC2)c(=O)c2sccc21 (stereo unspecified),4.5%[59 µM],-2.5%,1.6,-3.5%,-6.7%,39.2%[activator],-5.8%,-10.5%,0.6%
CCOc1ccc(C)cc1S(=O)(=O)NC1CCCCC1,6.4%[12.7 µM],3.5%,-4.1,-0.8%,11.9%,37.2%,3.7%,6.5%,-0.6%

# Other compounds follow.
SMILES,G9a inh,ERG-DNA inh,PI4K2A inh,PGK inhibitor,JMJD2A Tudor,HP1b chromo inh,Pin1 inh,BAZ2B inh,GLS inh
CCN1CCN(S(=O)(=O)c2cccc(S(=O)(=O)N3CCOCC3)c2)CC1,-33.0%,-9.6%,-0.4,i,-21.7%,-3.9%,-4.8%,-18.1%,5.1%
COc1ccc(OCCC(=O)OCC(=O)NC(=O)NC(C)(C)C)cc1,-3.4%[59 µM],0.3%,2.0,-3.8%,-14.5%,20.4%,6.6%,0.1%,-0.3%
CC(C)CC(NC(N)=O)C(=O)OCC(=O)Nc1ccc(SC(F)F)cc1 (stereo unspecified),5.9%,0.0%,6.8,2.8%,0.7%,43.7%,-2.0%,-1.2%,0.6%
O=C1c2ccccc2C(Nc2ccc(S(=O)(=O)N3CCOCC3)cc2)N1c1cccnc1 (stereo unspecified),-21.5%,2.0%,-3.1,-0.4%,5.6%,10.9%,-3.8%,2.2%,-0.2%
CCCSc1nc2c(cnn2-c2ccc(C)c(C)c2)c(=O)[nH]1,1.6%,-1.9%,-28.1,-7.5%,-5.0%,12.8%,5.5%,1.2%,3.0%
CCCOc1ccc(-c2cn3ccccc3n2)cc1[N+](=O)[O-],-49.7%,4.8%,-2.2,-8.0%,-11.8%,-1.4%,-14.4%,?,-18.9%
COc1ccc(OC)c2[nH]c(=O)c(CCNC(=O)COc3ccccc3)cc12,-12.1%,1.8%,1.0,1.6%,-4.1%,23.5%,-1.9%,9.7%,1.6%
COc1ccccc1OC(C)C(=O)Nc1cccc(-c2nc3ccccc3s2)c1 (stereo unspecified),8.91µM*,2.6%,1.0,1.4%,0.3%,18.5%,16.4%,2.3%,-10.8%
CCn1nc(NC(=O)c2cccnc2)c2cc3cccc(C)c3nc21,-4.5%,0.6%,-11.3,i,-7.1%,32.4%,23.9%,-5.8%,-4.9%

# Source: PubChem (National Center for Advancing Translational Sciences (NCATS))
